D2 potentiator = D2 dopamine receptor (human) potentiation; AID 485347; P14416; 0.34% of 340,000 active; potentiation, % at 10 µM; HEK293 T-REx D2, calcium flux, EC20 dopamine potentiation;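 active = potentiation over 3 SD above the plate norm, cut at about 30% in these data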; note: 0% is about no effect
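Calcium flux readout, no-wash dye, 1 read/s. Inducible HEK293 Trex D2 line, overnight 30 C. Compound alone 180 s (agonist flags), then EC20 dopamine, another 180 s to score potentiation.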
D1 ag = activates the human D1 dopamine receptor; activation, % at 2 µM; 1% of 360,000 active; HEK293 T-REx D1 cells, calcium flux, agonist mode; AID 504660; P21728; note: 0% is about no effect
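Inducible HEK293 T-REx D1 cells, force-coupled to calcium signalling, were plated at 4000 cells/well with tetracycline and held overnight at 30 C. After no-wash calcium dye loading, compound-evoked calcium rise over 180 s flagged agonists.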
RXFP1 antagonist = antagonists of human relaxin receptor RXFP1. Q9HBX9. HEK293-RXFP1, relaxin-stimulated cAMP HTRF, 30 min; stronger effect = lower value. activity change, negative = inhibition, % at 57.5 µM. 0.59% of 350,000 active. AID 1259400;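 active = activity change of -60% or lower, but not beyond a set lower limit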; note: % is set by controls: 0 for no effect and ±100 for the full control effect
Target sequence (Q9HBX9 whole entry, looked up): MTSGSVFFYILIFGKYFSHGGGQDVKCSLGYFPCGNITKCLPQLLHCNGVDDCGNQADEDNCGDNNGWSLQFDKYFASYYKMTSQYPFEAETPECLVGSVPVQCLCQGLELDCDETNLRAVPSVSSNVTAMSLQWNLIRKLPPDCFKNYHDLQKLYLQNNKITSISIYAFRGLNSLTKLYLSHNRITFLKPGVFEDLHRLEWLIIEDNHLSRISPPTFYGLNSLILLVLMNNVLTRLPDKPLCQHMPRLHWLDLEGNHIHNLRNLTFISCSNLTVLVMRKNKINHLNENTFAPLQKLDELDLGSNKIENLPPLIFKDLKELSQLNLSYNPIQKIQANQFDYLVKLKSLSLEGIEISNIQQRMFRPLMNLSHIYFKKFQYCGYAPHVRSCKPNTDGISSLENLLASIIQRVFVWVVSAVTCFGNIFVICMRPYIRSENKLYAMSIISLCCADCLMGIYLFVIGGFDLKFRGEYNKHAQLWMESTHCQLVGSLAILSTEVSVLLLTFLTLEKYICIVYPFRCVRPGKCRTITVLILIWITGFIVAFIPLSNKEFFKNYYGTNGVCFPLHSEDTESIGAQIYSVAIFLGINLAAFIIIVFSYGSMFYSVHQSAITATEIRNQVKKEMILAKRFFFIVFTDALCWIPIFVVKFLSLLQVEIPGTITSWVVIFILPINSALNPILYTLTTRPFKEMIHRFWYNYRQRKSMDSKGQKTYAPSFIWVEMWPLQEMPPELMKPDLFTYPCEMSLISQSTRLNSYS
D2 agonist = activates the human D2 dopamine receptor | HEK293 T-REx D2 cells, calcium flux agonist mode | 0.53% of 340,000 active | P14416 | activation, % at 2 µM | AID 485358;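 active = activation over 3 SD above normal in the single-dose calcium agonist read, cut at about 30% in these data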; note: 0% is about no effect
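Tetracycline-induced HEK293 T-REx cells with force-coupled D2 receptor, plated overnight at 30 C, loaded with no-wash calcium dye. After a 10 s baseline, compound was pin-added and calcium flux read kinetically for 180 s; calcium rises flagged agonists.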
TRHR PAM = allosteric enhancers of human TRH receptor; P34981; TRHR cells, fluo-8 calcium fluorescence, EC20 TRH enhancement; enhancement, % at 2 µM; 0.66% of 360,000 active; AID 493056; in the data active = enhancement above about 30%; note: 0% is about no effect
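TRHR-expressing cells loaded with fluo-8 calcium dye were read kinetically (ex 480/em 530) during compound addition, then stimulated with an EC20 of TRH (10 nM final). Enhancement of the Gq-mediated intracellular calcium response was scored.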
D1 antagonist = human D1 dopamine receptor antagonism; P21728; HEK293 TREx D1 cells, calcium flux, dopamine EC80; stronger effect = lower value; activity change, negative = inhibition, % at 10 µM; 3.2% of 360,000 active; in the data active = activity change below about -30%; note: % is set by controls: 0 for no effect and ±100 for the full control effect
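Antagonism measured as reduced calcium response to an EC80 dopamine addition following 180 s compound pre-read; cells were inducible HEK293 Trex D1 plated overnight at 30 C, read kinetically at 1 cycle/sec.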
D1 potentiator = potentiators of human D1 dopamine receptor; 0.036% of 360,000 active; P21728; HEK293 TREx D1 cells, calcium flux, dopamine EC20 potentiation; potentiation, % at 10 µM; in the data active = potentiation above about 30%; note: 0% is about no effect
D2 antagonist = antagonizes the human D2 dopamine receptor. P14416. HEK293 TREx D2 cells, calcium flux, dopamine EC80. inhibition, % at 10 µM. 2% of 340,000 active; in the data active = inhibition above about 30%; note: 0% is about no effect
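Compounds are added to dye-loaded, induced HEK293 T-REx cells coupled to calcium release via D2; after a 3 min kinetic read an EC80 dopamine stimulus is given and fluorescence is recorded for 3 more min.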
TRHR ag = agonists of human TRH receptor. 0.18% of 360,000 active. AID 493084. TRHR cells, calcium flux fluo-8, FDSS agonist mode. activation, % at 2 µM. P34981; note: 0% is about no effect
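Steps: seed TRHR cells overnight; add fluo-8 no-wash Ca dye, RT 30 min–1.5 h; record 10 s baseline; pin-transfer compounds; monitor fluorescence 1 cycle/s for the agonist window. Calcium increases flag candidate agonists.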
Starred values were filed as active, the others as inactive; x = not tested or not shown; & = joins results of further samples. Cut-off read from the data, not from the text of the source, unless noted: active = activation above about 30%; inactive = the rest.

no.	canonical_smiles	RXFP1 antagonist	D1 antagonist	D2 potentiator	D2 agonist	TRHR PAM	TRHR ag	D1 ag	D1 potentiator	D2 antagonist
1	O=C(CSc1nc2ncc(Cl)cc2[nH]1)Nc1ccccc1-c1ccccc1	4	-17	-1	0.0	-5	0.0	1	-2	1
2	N#Cc1ccccc1S(=O)(=O)N1CCN(C(=O)C2COc3ccccc3O2)CC1 (stereo not drawn)	0	-1	21	-0.7	54*	-0.5	1	8	-7
3	CC(=O)CSc1nnc(-c2cnccn2)n1-c1ccccc1	4	-4	8	0.7	-2	0.2	2	-7	-14
4	Cc1ccc(SCCCCN2CCNCC2)cc1	-8	-16	11	-0.3	3	1.4	7	2	6
5	COc1ccc2c(c1)OC[C@H]1[C@H]2N2C(=O)c3cc(OC)ccc3NC(=O)[C@@]2(C)[C@H]1c1ccccc1	x	1	10	0.8	-2	0.8	8	7	6
6	CCOC(=O)c1nc(N)c(C(=O)OCC)[nH]1	0	-6	-4	0.9	1	1.0	4	0	0
7	O=C(c1cnn2c(C(F)(F)F)cc(-c3cccs3)nc12)N1CCN(C(c2ccccc2)c2ccccc2)CC1	-6	-47*	-3	-0.5	-4	-1.4	0	-7	-14
8	CCOCC(=O)N1CCN(Cc2ccc3c(c2)OCO3)CC1	1	-3	-2	4.3	6	0.8	7	-2	-14
9	Cc1ccc(OCC(=O)NCCCNC(=O)c2ccco2)cc1	-8	16	x	-3.2	16	-1.1	0	-5	-21
10	O=C(Cc1ccc(S(=O)(=O)N2CCOCC2)s1)OCc1ccc(Cl)cc1	6	-17	1	-0.7	0	-0.7	5	-9	-7
11	CC(=O)NNc1nc(-c2ccc(NC(C)=O)cc2)cs1	-9	16	11	-1.7	3	-0.1	2	-7	-14
12	CCN1CCN(c2nc(S(=O)(=O)c3ccc(C)cc3)c(Cl)s2)CC1	12	-8	-11	-4.3	1	-0.3	4	-1	6
13	Cc1cccc(-c2nsc(SCC(=O)N3CCCC3)n2)c1	-7	-37*	-1	0.9	-9	-0.1	5	-1	-14
14	COc1ccc(C(=O)NCc2nnc(SCC(=O)Nc3ccccc3OC)n2C)cc1	-19	-12	-9	0.2	-5	0.1	-1	-12	21
15	Cc1ccnc2nc(C(=O)OCC(=O)N(CC(C)C)CC(C)C)nn12	-9	-4	1	0.8	-3	1.0	-2	-1	-5
16	O=C(CCC1CCCN(C(=O)c2ccncc2)C1)NCc1ccc(F)c(F)c1 (stereo not drawn)	0	-5	-4	-0.4	-1	-0.8	0	6	5
17	COc1ccc(C(=O)Nc2ccc(C3(C#N)CCCC3)cc2)cc1OC	0	5	11	1.6	9	-0.1	0	-12	14
18	CC(=O)OCCn1c2nc(=O)[nH]c(=O)c-2nc2cc(C)c(C)cc21	7	5	9	112*	124*	161*	482*	30	29
19	CCOC(=O)c1cc2c(=O)n3ccccc3nc2n(Cc2ccco2)c1=NC(=O)c1ccc(OC)cc1	-13&-29	-8&7	6&4	0.2&-0.2	6&-11	-0.7&19	6&18	2&0	-3
20	O=C1C2C3c4ccccc4C(c4ccccc43)[C@@H]2C(=O)N1c1cccnc1 (stereo partly drawn)	0	-8	-1	0.2	-2	0.4	4	2	-8

4 records picked at random from those above, as already listed:
no.	canonical_smiles	RXFP1 antagonist	D1 antagonist	D2 potentiator	D2 agonist	TRHR PAM	TRHR ag	D1 ag	D1 potentiator	D2 antagonist
14	COc1ccc(C(=O)NCc2nnc(SCC(=O)Nc3ccccc3OC)n2C)cc1	-19	-12	-9	0.2	-5	0.1	-1	-12	21
18	CC(=O)OCCn1c2nc(=O)[nH]c(=O)c-2nc2cc(C)c(C)cc21	7	5	9	112*	124*	161*	482*	30	29
17	COc1ccc(C(=O)Nc2ccc(C3(C#N)CCCC3)cc2)cc1OC	0	5	11	1.6	9	-0.1	0	-12	14
19	CCOC(=O)c1cc2c(=O)n3ccccc3nc2n(Cc2ccco2)c1=NC(=O)c1ccc(OC)cc1	-13&-29	-8&7	6&4	0.2&-0.2	6&-11	-0.7&19	6&18	2&0	-3

Filtered by structure: the entries above with fluorine.
no.	canonical_smiles	RXFP1 antagonist	D1 antagonist	D2 potentiator	D2 agonist	TRHR PAM	TRHR ag	D1 ag	D1 potentiator	D2 antagonist
7	O=C(c1cnn2c(C(F)(F)F)cc(-c3cccs3)nc12)N1CCN(C(c2ccccc2)c2ccccc2)CC1	-6	-47*	-3	-0.5	-4	-1.4	0	-7	-14
16	O=C(CCC1CCCN(C(=O)c2ccncc2)C1)NCc1ccc(F)c(F)c1 (stereo not drawn)	0	-5	-4	-0.4	-1	-0.8	0	6	5

Additional records:
no.	canonical_smiles	RXFP1 antagonist	D1 antagonist	D2 potentiator	D2 agonist	TRHR PAM	TRHR ag	D1 ag	D1 potentiator	D2 antagonist
21	CCc1ccc(CN/C=C/C(=O)c2ccc(Br)cc2)cc1	-13	-7	-2	-0.3	4	0.1	5	4	7
22	CCC(C(=O)OC)n1cnc2c(nnn2-c2ccc(C)cc2)c1=O (stereo not drawn)	-13	-18	-3	-0.6	0	0.1	0	-4	10
23	COc1cc(/C=N/NC(=O)c2sc(N)c(C#N)c2C)cc(Br)c1O	x	4	19	-0.6	18	0.0	2	-2	-17
24	CCOc1ccc(C2c3c(oc4ccccc4c3=O)C(=O)N2CCCN2CCOCC2)cc1OCC (stereo not drawn)	x	1	x	x	-1	0.4	3	-2	x
25	COc1ccc(Oc2ccc(C(F)(F)F)cc2N)cc1	5	1	5	0.7	-3	-0.7	4	-2	-8
26	COc1ccc(-c2noc(-c3ccc(N4CCCCC4C)c([N+](=O)[O-])c3)n2)cc1OC (stereo not drawn)	x	6	-10	0.0	-5	0.2	5	-1	x
27	Cc1ccc(S(=O)(=O)c2cc3c(=O)n4cccc(C)c4nc3n(CC3CCCO3)c2=N)cc1C (stereo not drawn)	0	-1	3	0.4	4	-0.1	-1	4	26
28	CCN(CC)C(=O)c1[nH]cnc1C(=O)N[C@@H](C)C(=O)OC(C)(C)C	x	9	-8	4.7	-4	-0.1	3	-5	29
29	c1ccc2c(c1)CC1(CCCC1)N=C2N1CCOCC1	12	-2	-3	1.2	-1	0.6	0	0	0
30	O=C(CSc1nc(=O)n2ccccc2n1)Nc1cccc2ccccc12	8	-3	0	-0.1	7	-0.7	3	1	6
31	COC(=O)C1=C(C)NC(=S)NC1c1ccco1 (stereo not drawn)	-11	9	-10	1.4	-4	-0.1	1	0	-8
32	Cc1cccc(Nc2nc(N)nc(-c3oc4ccccc4c3C)n2)c1	-26	3	x	x	8	0.6	2	10	x
33	O=C(O)CCCCCNS(=O)(=O)c1ccc2c3c(cccc13)C(=O)N2	10	-8	0	0.1	-2	0.3	4	-4	-23
34	CCN(CC)N=Nc1[nH]nc2nc(C)cc(C)c12	-3	6	-4	0.0	3	0.1	1	-1	-3
35	CCOC(=O)SC1=N/C(=C\c2ccc(N(C)C)cc2)C(=O)S1	12	-8	-1	2.8	3	11	33*	-3	6
36	CCc1nnc(NC(=O)CSc2nnc(Cc3ccccc3)n2Cc2ccccc2)s1	9	-11	2	-0.1	6	0.0	-1	1	5
37	c1ccc(Oc2ccc(-c3ccnc4nc(N5CCN(c6ccccc6)CC5)nn34)cc2)cc1	-12	-15	-6	0.3	-1	0.7	2	-4	23
38	CC(C)C(NCc1c(Cl)cccc1Cl)C(=O)O (stereo not drawn)	3	-5	7	-0.3	7	0.1	1	-5	-5
39	COc1ccc2nc(SC)c(C#N)cc2c1	0	2	-5	-1.2	-3	-0.2	4	3	55*
40	O=C(CN1C(=O)c2ccc([N+](=O)[O-])cc2C1=O)Nc1cc(S(=O)(=O)N2CCOCC2)ccc1Cl	x	6	2	0.0	0	0.0	3	-10	-15
41	S=C(NCc1ccccc1Cl)Nc1ccccc1Cl	3	-21	12	1.0	-1	0.0	8	-12	-14
42	CC1=CC(C)C2C(=O)N(CCCN(C)C)C(=O)C2C1 (stereo not drawn)	6	-1	-1	0.4	4	0.3	2	-7	4
43	O=C(Nc1ccccn1)C1CCN(c2ncnc3c2nc2n3CCCCC2)CC1	-7	4	29	-0.7	-9	-0.1	1	1	4
44	Cc1c(C)c2c(OCC(=O)N3CCC(C(=O)O)CC3)cc3c(c2oc1=O)CCC(C)(C)O3	x	-8	15	0.7	7	0.9	0	10	12
45	Cc1cc(=O)[nH]c(N/N=C/C2=C(N3CCOCC3)C(=C\c3ccc(Cl)cc3)/CC2)n1	-18	-23	11	3.2	3	0.8	1	1	-2
46	COc1ccc(C(=O)N2CCN(c3nc4ccccc4o3)CC2)cc1OC	-8	1	5	0.3	-3	0.3	9	3	-6
47	COc1ccccc1/C=N/Nc1nc(C)cc(C)n1	-4	-13	-1	-1.3	-3	-1.0	1	-3	4
48	COc1cc(C)c(Cl)cc1S(=O)(=O)N1CCCC1	7	-34*	0	-0.9	-4	-0.2	1	-7	-10
49	Cc1cc(C(=O)CSc2nnc(-c3ccc4c(c3)OCO4)o2)c(C)n1-c1ccc(F)cc1	4	-15	x	x	-2	2.3	3	-1	x

Compound activity as filed in PubChem BioAssay.

Not a hit list, and some 7.1% of all compounds hit somewhere here.
